PLK1 kinase inh: human PLK1 kinase inhibitors, primary screen, biochemical, TR-FRET | recombinant PLK1 kinase, TR-FRET peptide phosphorylation | inhibition, % at 10 µM | actives 0.53% (n = 97,000);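 active = inhibition of 50% or more in the single-concentration screen; inactive = inhibition below 50%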;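 note: 0% = DMSO max control and 100% = H-89 dihydrochloride min control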
Target sequence (P53350 whole entry, looked up): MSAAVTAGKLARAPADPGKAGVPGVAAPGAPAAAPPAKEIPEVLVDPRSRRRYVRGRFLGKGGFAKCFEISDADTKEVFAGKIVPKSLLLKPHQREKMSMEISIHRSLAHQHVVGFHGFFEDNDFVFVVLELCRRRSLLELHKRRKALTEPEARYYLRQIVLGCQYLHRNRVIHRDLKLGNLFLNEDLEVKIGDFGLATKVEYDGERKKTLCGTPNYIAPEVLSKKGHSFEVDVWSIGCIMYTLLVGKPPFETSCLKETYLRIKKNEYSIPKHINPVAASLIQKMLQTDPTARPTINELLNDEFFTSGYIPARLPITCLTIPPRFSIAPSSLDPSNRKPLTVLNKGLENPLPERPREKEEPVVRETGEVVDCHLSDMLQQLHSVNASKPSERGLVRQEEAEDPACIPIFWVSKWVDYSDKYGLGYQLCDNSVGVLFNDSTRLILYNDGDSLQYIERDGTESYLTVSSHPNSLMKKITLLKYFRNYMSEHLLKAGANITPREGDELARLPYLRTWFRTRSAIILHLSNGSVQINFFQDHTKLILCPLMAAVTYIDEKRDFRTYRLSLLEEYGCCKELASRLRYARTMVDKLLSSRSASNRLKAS
Candida biofilm: clotrimazole potentiators killing Candida biofilms, primary screen, with clotrimazole, Alamar Blue; inhibition, % at 6 µM; C. albicans biofilm + clotrimazole; actives 0.14% (n = 85,000);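 active = inhibition above 20%; inactive = inhibition below 20%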;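 note: preformed 24 hr biofilms exposed to compound for 48 hr; 0% = biofilm without compound and 100% = blank killed by clotrimazole plus chlorhexidine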
Rev-RRE block: HIV-1 Rev-RRE binding inhibitors, primary screen, biochemical, FRET, protein-RNA interaction. inhibition, % at 8 µM. actives 0.79% (n = 97,000). P05866. Rev peptide-RRE RNA binding;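 active = inhibition above the screen-wide mean plus 3 SD, cut at about 35% in these data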;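 note: 0% = median DMSO wells and 100% = median Neomycin B control wells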
Target sequence (P05866 whole entry, looked up): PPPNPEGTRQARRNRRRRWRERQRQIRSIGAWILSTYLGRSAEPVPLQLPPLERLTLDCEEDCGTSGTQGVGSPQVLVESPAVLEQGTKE
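Material: labelled RRE RNA duplex and labelled Rev peptide / Buffer or medium: HEPES pH 7.5 salt buffer with EDTA / Compound dosing: single point, 8 µM final nominal compound concentration / Benchmarks: DMSO low control, neomycin B high control / Timing: 5 min preincubation and 15 min binding, 25 °C / Technique: FRET fluorescence readout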
EphB4 antag: EphB4-ephrin-B2 interaction antagonists, primary screen, biochemical, TNYL-RAW peptide probe, fluorescence polarization | EphB4 LBD / TNYL-RAW-Alexa532 peptide | actives 0.15% (n = 97,000) | Ephrin type-B receptor 4 (Homo sapiens), P54760 | inhibition, % at 7 µM;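 active = inhibition above the screen-wide mean inhibition plus 3 SD, cut at about 15% in these data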;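 note: 0% = DMSO wells and 100% = excess unlabeled TNYL-RAW peptide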
PTPN22 act: LYP phosphatase activators, primary screen, biochemical, DiFMUP fluorescence, 2 µM; Tyrosine-protein phosphatase non-receptor type 22 (Homo sapiens), Q9Y2R2; recombinant LYP; 0 = plate median, 100 = signal doubled; AID 697, 2007; actives 0.11% (n = 96,000); activation, % at 2 µM;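 active = activation at 2 µM above a set limit, the mean plus 5 SD, cut at about 37% in these data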
LYP inh 2: PTPN22 phosphatase inhibitors, primary screen, biochemical, DiFMUP fluorescence, 2 µM; Tyrosine-protein phosphatase non-receptor type 22 (Homo sapiens), Q9Y2R2; recombinant LYP catalytic domain; inhibition, % at 2 µM; actives 0.21% (n = 96,000);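 active = inhibition at 2 µM at or above a set limit, the screen mean plus 3 SD, cut at about 24% in these data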;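 note: 0% = DMSO with enzyme and 100% = enzyme fully blocked by orthovanadate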
PLK1 PBD inh: Plk1 polo box domain binding inhibitors, primary screen, biochemical, fluorescence polarization; Serine/threonine-protein kinase PLK1 (Homo sapiens), P53350; Plk1 PBD phosphopeptide binding; inhibition, %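 (tested at about 20 µM)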; actives 0.13% (n = 97,000); AID 693, 2007; in the data active = inhibition above about 34%, passing the limit was not always enough
CYP2C9 inhib: blockers of cytochrome P450 2C9 activity – biochemical, luminescence, ADME assay, primary screen | inhibition, % at 5 µM | CYP2C9 Supersomes, luciferin-H conversion | actives 20% (n = 96,000) | P11712;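 active = blocking of liver enzyme CYP2C9 beyond about 50% at 5 µM, limit read from the data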; note: values of inactives mirror those of a sister screen read the other way
CYP2C9 act: human CYP2C9 activators, primary screen, biochemical, luminescence. Cytochrome P450 2C9 (Homo sapiens), P11712. recombinant CYP2C9, luciferin-H conversion; active compounds read high; factor 1 = untreated enzyme, 0 = blocked. activation factor at 5 µM. actives 1.4% (n = 96,000);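 active = activation factor of 2 or more for CYP2C9 at a 5 µM dose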;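 note: 0 = sulfaphenazole-blocked wells and 1 = vehicle-only wells; values of inactives mirror those of a sister screen read the other way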
* hit, by the source's call; x = not tested or not shown; [ ] = another dose, or the depositor's remark. Outcome played no part in choosing rows; 20% or so of the library scored in one or more.

Screens in order – Rev-RRE block, PLK1 kinase inh, EphB4 antag, LYP inh 2, PLK1 PBD inh, Candida biofilm, CYP2C9 inhib, CYP2C9 act, PTPN22 act
1. Cc1ccc(C)c(NC(=O)CSc2nnc(CCCCCNC(=O)OC(C)(C)C)o2)c1
  3.2, -7.7, -3.2, 3.1, -14.2, 6.8, 39.6, 0.6, -4.7
2. O=C(CN1CCN(Cc2ccccc2)CC1)c1ccccc1
  11.5, -16.7, -2.8, -1.6, -2.3, 9.8, 9.6, 0.9, 2.2
3. COc1cc(C)ccc1OCCCOc1ccccc1Br
  10.5, -10.0, -8.1, -11.7, 15.3, x, 10.8, 0.9, 15.0
4. Cn1c(CO)cnc1SCc1c(Cl)cccc1Cl
  8.8, -11.7, -0.5, 7.4, 10.2, x, 21.0, 0.8, -4.3
5. Cc1sc2ncnc(SCc3ccco3)c2c1C
  9.4, 3.3, 4.2, -0.7, -7.7, -2.8, 1.1, 1, 0.3
6. COC(=O)CCNc1ccc2c(c1)OCCO2
  6.0, -1.1, 2.5, 4.1, 15.1, 6.7, -2.2, 1, -6.1
7. COc1cc(CNCCc2ccc(S(N)(=O)=O)cc2)ccc1OCC(=O)NC1CCCCC1
  13.8, -17.9, 0.1, 2.7, 0.0, x, 8.1, 0.9, 2.4
8. O=C(c1ccc(Br)cc1)c1cc([N+](=O)[O-])ccc1N1CCCCC1
  1.0, 5.1, 4.0, 2.6, 12.6, x, 60.7*, 0.4, 0.2
9. CCCOc1ccc(N2CC(C(=O)Nc3ccccn3)CC2=O)cc1 (stereo not drawn)
  3.5, -8.6, -5.5, 2.9, 5.8, 4.7, 8.9, 0.9, -2.2
10. O=C1N2CCSC2=NC1(Nc1ccccn1)C(F)(F)F (stereo not drawn)
  12.5, 11.2, -5.0, -13.2, 12.4, 3.1, 4.6, 1, 10.3
11. CCC(Sc1ncccc1C(=O)OCCN1CCCC1=O)C(=O)NCc1ccco1 (stereo not drawn)
  -2.0, -12.4, -2.6, -1.3, 7.5, 5.6, 14.9, 0.9, -1.8
12. O=C(CS(=O)(=O)Cc1ccccc1)Nc1ccccn1
  5.9, -2.6, -3.1, 7.2, 9.7, 7.0, x, x, -8.3
13. CC12CN(Cc3ccccc3)CC(C)(CN(Cc3ccccc3)C1)C2=NO
  -16.6, -9.2, 1.2, -0.6, -14.5, 7.0, -1.5, 1, -1.5
14. CCn1c(SC/C=C/c2ccccc2)nnc1-c1cnccn1
  7.2, 1.3, 1.7, -1.5, 8.9, 4.4, 6.8, 0.9, -0.8
15. CC(C)OC(=O)c1cccc(C(=O)O)n1
  8.9, -1.1, 0.1, -8.4, -14.8, -0.2, x, x, 4.6
16. CCCCC1(O)CC(C(F)(F)F)=NN1C(=O)COc1ccccc1 (stereo not drawn)
  1.0, -12.9, -4.0, 1.6, 5.8, 8.6, x, x, 0.1
17. Cn1c(=NC(=O)CSCC(=O)N2CCCC2)sc2ccccc21
  1.2, -2.7, 1.5, -3.0, -13.6, 10.1, -10.1, 1.1, 3.6
18. CCCCN(c1ccccc1)S(=O)(=O)c1ccc2c(c1)CCN2C(=O)CCC(=O)O
  -9.1, 0.8, -6.1, -7.3, 9.7, 1.9, 32.0, 0.7, 5.8
19. COc1ccc(C(=O)Nc2ccc(F)cc2F)cc1OC
  5.5, -10.4, -2.2, 6.3, 18.4, 6.3, -25.2, 1.3, -4.7
20. O=C(Nc1cc2c(cc1Br)OCCO2)c1ccco1
  6.9, -4.1, 0.3, -11.8, -6.0, -5.9, x, x, 8.7
21. COc1ccc(-c2[nH]nc3c2C(c2ccsc2)C(C#N)=C(N)O3)cc1 (stereo not drawn)
  3.5, -7.1, 12.7, -5.1, -33.7, x, 34.2, 0.7, 2.9
22. O=C(NCCc1cccc(F)c1)[C@@H]1CSC2c3ccccc3C(=O)N21 (stereo partly drawn)
  3.5, 15.4, 5.2, 5.4, -2.1, 6.0, 28.5, 0.7, -5.8
23. COc1ccc(/C(O)=C2/C(=O)C(=O)N(CCCC(=O)O)C2c2ccc(OC)cc2)cc1 (stereo not drawn)
  0.7, -15.3, 3.6, 1.1, 25.5, 8.4, 2.3, 1, -3.5
24. c1ccc(C2(CNc3ccccn3)CCCC2)cc1
  5.0, -8.4, 2.5, 2.3, -17.7, -4.8, 43.9, 0.6, -2.3
25. COc1ccccc1-c1noc(-c2ccncc2)n1
  4.4, -3.8, 8.5, -12.2, -2.0, 3.5, 13.0, 0.9, 8.8
26. COc1ccc(NC(=O)C2CCCN(S(=O)(=O)c3cccc4cccnc34)C2)cc1OC (stereo not drawn)
  9.0, -9.7, 4.4, -0.8, -10.1, 3.1, -15.1, 1.2, -0.9
27. O=C(CSCC(=O)N1CCOCC1)Nc1ccccc1
  -2.4, -6.9, -4.5, -15.9, -18.1, 4.3, -5.3, 1.1, 12.4
28. O=C(O)CCc1ccc(-c2ccccc2)n1NC(=O)c1sc2ccccc2c1Cl
  -1.2, 9.0, 0.7, -20.8, -11.6, -0.2, 23.6, 0.8, 21.4
29. Cc1cc2oc(=O)cc(COC(=O)c3n[nH]c4ccccc34)c2cc1C
  7.8, -15.2, 6.1, 3.1, -7.1, 5.0, 76.3*, 0.2, -4.7
30. Cc1cc(C)nc(NS(=O)(=O)c2ccc(N/C=C\C(=O)c3ccc(Cl)cc3)cc2)n1
  -0.6, -7.4, 3.3, -10.1, 21.2, x, 30.6, 0.7, 14.4
31. CC1CCN(c2ccccc2NC(=S)NC(=O)c2ccco2)CC1
  0.1, 1.5, 2.9, -5.7, -10.9, x, x, x, 8.0
32. CCc1cccc(OCCCN2C(=O)NC(C)(C)C2=O)c1
  7.6, -2.4, 2.4, 1.1, -14.7, 82.0*, 59.9*, 0.4, -3.5
33. CC(Oc1ccc(Cl)cc1Cl)C(=O)Nc1ccncc1 (stereo not drawn)
  1.7, 6.7, 8.4, -0.2, 7.9, 2.6, 98.0*, 0, -0.4
34. O=C(CNC(=O)c1cccs1)OCC(=O)c1ccc2ccccc2c1
  -0.1, -10.9, 2.2, -3.5, -0.9, 8.2, 8.5, 0.9, 3.4
35. O=C(c1cccc(F)c1)N1CCN(c2ccc([N+](=O)[O-])c(N3CCCCC3)c2)CC1
  6.0, -12.4, -14.7, 8.1, 18.7, x, 80.7*, 0.2, -4.7
36. CCCn1c(N2CCN(Cc3cccc(C)c3)CC2)nc2c1c(=O)[nH]c(=O)n2C
  1.7, 0.6, -7.5, -6.3, -12.7, 2.5, -2.6, 1, 5.4
37. COCCOCC(O)CN1CCN(c2ccccc2)CC1 (stereo not drawn)
  1.7, -9.9, -4.3, 2.2, -20.2, 4.9, -26.9, 1.3, -4.5
38. CC(C#N)On1c(SC(C)C#N)nc2ccccc2c1=O (stereo not drawn)
  7.2, -8.4, 6.1, 6.8, -13.6, 8.2, 30.2, 0.7, -9.2
39. O=C(O)CN(c1ccccc1)C1SC(=O)NC1=O (stereo not drawn)
  6.0, -0.8, 3.5, -5.5, 8.2, 3.9, 0.2, 1, 8.0
40. CC1=C(C#N)C(c2cn(-c3ccccc3)nc2-c2cccs2)C(C#N)=C(C)N1
  18.2, -5.0, -3.5, -2.3, -2.1, 4.6, 75.3*, 0.2, -1.8
41. CC(Oc1ccc(Cl)cc1Cl)C(=O)Nc1ccc(N2CCN(C)CC2)cc1 (stereo not drawn)
  3.1, -15.3, -5.5, -7.6, -9.8, 2.5, 0.0, 1, 2.3
42. CCn1cnc2sc(C(=O)Nc3ccc4c(c3)OCO4)c(C)c2c1=O
  5.7, -12.8, -1.6, 4.8, 1.3, 3.7, 24.4, 0.8, -3.9
43. COc1ccccc1OCc1nc2c3c(-c4ccccc4)c(-c4ccccc4)oc3ncn2n1
  3.6, -12.2, 5.4, 4.1, -9.1, 7.2, x, x, -5.3
44. Cc1cc(NC(=O)CSc2nc(CC(C)(C)C)nc3c2c(=O)n(C)c(=O)n3C)no1
  5.3, -14.3, 1.4, 4.2, -2.4, 2.1, 63.0*, 0.4, -5.0
45. COc1cccc(N(CC(=O)NC(C)c2ccccc2)S(C)(=O)=O)c1 (stereo not drawn)
  -3.7, -4.3, -2.4, -9.4, 7.4, x, 12.8, 0.9, 7.0
46. CCOc1cc(C2NC(=O)NC(C)=C2C(=O)OC(C)CC)cc(Br)c1O (stereo not drawn)
  3.4, -0.3, -0.6, -1.3, 8.5, x, 31.5, 0.7, -1.0
47. CCCOC(=O)C1=C(C)NC2=C(C(=O)C(C(=O)OC)C(C)C2)C1c1ccc(N(C)C)cc1 (stereo not drawn)
  0.1, -4.7, -1.2, -13.3, -17.8, 7.4, 18.1, 0.8, 14.0
48. CC(=O)NC1C(=O)SC1(C)C (stereo not drawn)
  8.4, -7.9, 1.2, -3.0, -12.3, 1.3, -3.9, 1, 2.4
49. Cc1ccc(C2C(C#N)=C(N)Oc3c2sc2ccccc32)o1 (stereo not drawn)
  94.2*[fluorescence artefact?], -2.9, -11.2, 5.4, -121.7, 9.3, 81.1*, 0.2, -7.2
